A549 viability = Nrf2 qHTS screen for inhibitors: counterscreen for cytotoxicity. A549 ARE-Fluc cells, CellTiter-Fluor viability, 18-24 h. Potency, µM (highest dose often 46 µM), for inactives: top-dose activity change, negative = cytotoxicity, usual class: inhibitors. 0.16% of 390,000 active. AID 504648, 2011; further: on the % scale 0 is the no-effect control and ±100 the full control effect
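A549 ARE-Fluc cells in 5% FBS OPTI-MEM, 5000 cells/well, rested 2 h then exposed to compounds in concentration-response for 18-24 h at 37 °C. Viability by CellTiter-Fluor fluorescence (Ex 405/Em 525) after 30 min; luciferase luminescence (BugLite, 15 min, RT) read afterwards.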
S2 tox = Viability Counterscreen for Primary qHTS for Inhibitors of ATXN expression; S2 cells (HEK-293 line with an ATXN2-luciferase reporter) viability, CellTiter-Fluor protease fluorescence, 24 h; Potency, µM (doses to about 56.7 µM), usual class: cytotoxic; 0.49% of 400,000 active; AID 651635, 2014; further: nearly all actives have a fitted effect of over 40% in size
HepG2 tox = qHTS for Inhibitors of TGF-b: Cytotox Counterscreen; HepG2 CAGA-GFP viability, ATP luminescence, 18 h; Potency, µM (series often up to 46.1 µM), without a hit: at the highest dose activity change, negative = cytotoxicity, usual class: cytotoxic; 0.76% of 410,000 active; AID 588856, 2011; further: some results filed as inactive show a strong effect at the top dose
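HepG2 CAGA-GFP cells (1000/well, DMEM with 1% FBS) received compound, then TGF-beta at 500 pg/mL final, and were incubated 18 hours at 37 degrees C. Viability was read by CellTiter-Glo luminescence. Media-only wells were set as complete cell-killing and DMSO as no toxicity.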
EPAC2 antagonist = qHTS for Antagonist of cAMP-regulated guanine nucleotide exchange factor 2 (EPAC2): primary screen. EPAC2 GEF exchange of Rap1B-BODIPY-GDP, fluorescence. Potency, µM (series often up to 114 µM), for the others: top-dose activity, negative = inhibition, usual class: inhibitors. 0.18% of 360,000 active; further: on the % scale 0 is the no-effect control and ±100 the full control effect; nearly all actives have a fitted effect of over 45% in size; many of its hits are not listed in these tables
Target sequence (Q8WZA2 whole entry, looked up): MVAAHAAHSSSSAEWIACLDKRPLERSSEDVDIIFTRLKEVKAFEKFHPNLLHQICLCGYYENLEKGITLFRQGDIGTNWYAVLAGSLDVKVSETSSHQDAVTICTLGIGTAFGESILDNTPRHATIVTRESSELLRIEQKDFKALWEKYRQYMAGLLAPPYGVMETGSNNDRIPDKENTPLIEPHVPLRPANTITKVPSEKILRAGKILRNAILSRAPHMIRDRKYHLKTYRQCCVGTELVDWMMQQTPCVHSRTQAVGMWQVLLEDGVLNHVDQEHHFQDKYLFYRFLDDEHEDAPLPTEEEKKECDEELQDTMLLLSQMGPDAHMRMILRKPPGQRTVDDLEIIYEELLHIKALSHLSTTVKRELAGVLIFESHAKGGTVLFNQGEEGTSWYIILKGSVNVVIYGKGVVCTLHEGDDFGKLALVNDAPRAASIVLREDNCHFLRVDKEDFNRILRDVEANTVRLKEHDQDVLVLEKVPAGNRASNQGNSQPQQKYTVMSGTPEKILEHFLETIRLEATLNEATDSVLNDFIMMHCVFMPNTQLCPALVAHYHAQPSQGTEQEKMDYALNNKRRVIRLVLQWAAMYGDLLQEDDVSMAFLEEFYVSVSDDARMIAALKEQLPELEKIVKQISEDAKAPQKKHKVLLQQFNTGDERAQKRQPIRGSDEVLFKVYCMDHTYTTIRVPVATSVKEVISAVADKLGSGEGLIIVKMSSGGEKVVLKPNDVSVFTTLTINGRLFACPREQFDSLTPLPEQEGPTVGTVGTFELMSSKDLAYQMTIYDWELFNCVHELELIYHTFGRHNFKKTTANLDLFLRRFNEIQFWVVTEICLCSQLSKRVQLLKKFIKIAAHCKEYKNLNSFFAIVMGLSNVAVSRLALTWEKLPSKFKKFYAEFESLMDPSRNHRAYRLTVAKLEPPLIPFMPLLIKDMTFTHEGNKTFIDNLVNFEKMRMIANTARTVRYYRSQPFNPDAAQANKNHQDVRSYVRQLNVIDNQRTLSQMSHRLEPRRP
Nrf2 activator = qHTS of Nrf2 Activators | AREc32 ARE-luciferase reporter (MCF7-derived line), luminescence, 24 h | Potency, µM (doses to about 46.1 µM), for the others: at the top dose activation, actives largely listed as activators | 0.31% of 410,000 active | AID 624171, 2012; further: % of control where 0% means no effect; nearly all actives have a fitted effect of over 65% in size
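AREc32 cells carrying an ARE-driven firefly luciferase reporter were seeded at 1000 cells/well in OPTI-MEM with 5% FBS, then exposed to compound for 24 hr at 37 deg C. Luminescence was read with Steady-Glo after 30 min at RT.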
MCF10A rereplic = A quantitative high throughput screen for small molecules that induce DNA re-replication in MCF 10a normal breast cells; MCF 10A DNA re-replication, Hoechst nuclear intensity, 48 h; Potency, µM (doses to about 46.1 µM), for the others: at the top dose activity, positive = re-replication, usual class: activators; 2.9% of 350,000 active; AID 624296, 2012; further: % of control where 0% means no effect; nearly all actives have a fitted effect of over 50% in size
Nrf2 inh = Nrf2 qHTS screen for inhibitors; 2.1% of 360,000 active; AID 504444, 2011; Potency, µM (doses to about 46 µM), inactives show at the highest dose activity change, negative = inhibition, actives largely listed as inhibitors; A549 ARE-Fluc reporter, luciferase luminescence, 18-24 h; further: on the % scale 0 is the no-effect control and ±100 the full control effect; nearly all actives have a fitted effect of over 60% in size
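In this cell-based qHTS, ARE-driven firefly luciferase in A549 cells reports Nrf2 activity; the luminescent signal after BugLite lysis is the measured value, with a prior CellTiter-Fluor read for cell health.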
TGFb inhibitor = qHTS for Inhibitors of TGF-b; 1.2% of 410,000 active; HepG2 CAGA-GFP TGF-b/SMAD3 reporter, GFP fluorescence, 18 h; TGF-beta stimulated, 500 pg/mL final; Potency, µM (titrated, usually from 46.1 µM), without a hit: top-dose activity, negative = inhibition, actives largely listed as inhibitors; further: on the % scale 0 is the no-effect control and ±100 the full control effect; nearly all actives have a fitted effect of over 65% in size
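Smad-responsive CAGA-GFP expression was quantified in HEPG2 cells exposed to compounds and 500 pg/mL final TGF-beta for 18 h at 37 degrees C; unstimulated wells defined full inhibition.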
ATXN2 expr inh = Primary qHTS for Inhibitors of ATXN expression. Potency, µM (doses to about 57 µM), without a hit: at the top dose activity change, negative = inhibition, actives largely listed as inhibitors. 0.72% of 360,000 active. HEK-293 ATXN2-luciferase reporter, luminescence, 24 h; further: on the % scale 0 is the no-effect control and ±100 the full control effect; nearly all actives have a fitted effect of over 55% in size
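qHTS (up to 57 uM final) was run with 24 h compound exposure of reporter cells at 37 °C. Each well was multiplexed: SteadyGlo luminescence measured ATXN2-luciferase expression after a fluorogenic Gly-Phe-AFC viability readout (25 uM final).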
Numbers without * were called inactive; i = inactive; ? = inconclusive; . = no result given; & = joins results of further samples; [ ] = dose if it differs, or a comment. The call rests on the fitted dose curve; in most records, active means well fitted curve in the direction sought with a large enough effect; inconclusive means small, poorly fitted or top-dose-only effect, or another doubt; inactive means no such curve, though single readings can be large; an effect the other way counts as inactive or inconclusive. Potency means the concentration at half of the fitted maximal effect. These rows are one share of the data; rates above refer to the full screens.

SMILES	A549 viability	S2 tox	HepG2 tox	EPAC2 antagonist	Nrf2 activator	MCF10A rereplic	Nrf2 inh	TGFb inhibitor	ATXN2 expr inh
Cc1ccc(OCC(=O)Nc2ccc(C(=O)OCc3cc(=O)n4ccsc4n3)cc2)cc1C	-5%	?	-20%	.	-0.6%	.	.	?	-27%
Cc1cc2nc(C)n(CCCN)c2cc1C	0%	.	-11%	-7%	-0.4%	-2%	5%	0%	.
O=C(Cn1[nH]c(=O)c2ccccc2c1=O)N1CCN(S(=O)(=O)c2ccc(Cl)cc2)CC1	-4%	i	9%	8%	3.9%	4%	-23%	-1%	1%
CC(=O)c1c(C)[nH]c(C(=O)CSc2ccc(F)cc2)c1C	-2%	i	-38%	-4%	2.0%	2%	?	?	8%
COc1ccc(S(=O)(=O)N2CCC(C(=O)N3CCCC3)CC2)cc1Cl	-6%	i	0%	0%	2.4%	-2%	-12%	-10%	9%
COc1ccc(N2CC(C(=O)Nc3nc(-c4ccccc4)c(C(C)=O)s3)CC2=O)c(OC)c1 (stereo not drawn)	8%	i	-8%	-13%	8.6%	20%	1%	1%	7%
Cc1nn(C(C)C(=O)NCc2cccs2)c(=O)c2nn(-c3ccccc3)c(C)c12 (stereo not drawn)	-13%	i	-18%	11%	0.1%	-1%	-18%	-9%	.
CCCCNC1=CC(=O)C(=O)c2ccccc21	?	?	7.1µM*	-1%	-3.6%	7%	?	3.5µM*	.
COCCCn1cnc2oc3nc4ccccc4nc3c2c1=O	-2%	i	1%	-2%	-1.1%	1%	?	-17%	-18%
CON/C=C(\C=Nc1ccccc1)c1ncc(C(F)(F)F)cc1Cl	.	i	-22%	-7%	2.3%	28%	-21%	-5%	14%
CCCCNC(=O)c1ccccc1C(=O)NCCCC	0%	i	-9%	3%	-0.1%	?	-14%	-9%	-6%
Cc1nc(SCc2nc3ccc(C(F)(F)F)cc3[nH]2)c2oc3ccccc3c2n1	?	?	-55%	-11%	0.1%	?	?	?	?
COc1ccc(OC)c(CCNC(=O)CN2C(=O)CC(C)(C)S(=O)(=O)c3ccccc32)c1	1%	i	-4%	12%	-0.5%	-1%	1%	4%	7%
C[C@H]1CN=C(N(C)C)N1CC1CCCC1	-11%	i	4%	1%	-0.7%	0%	-8%	16%	-13%
CCOC(=O)N1CCC(NCc2c(C(=O)N(C)Cc3ccccc3)nc3ccccn23)CC1	-5%	i	-11%	-5%	0.0%	-5%	28%	1%	6%
CSc1nc(-c2ccccc2)c2cc(Cl)ccc2n1	-5%	i	20%	?	0.3%	6%	-25%	11%	.
CCc1nn(CC(=O)NCCCN2CCN(CC)CC2)c(=O)c2cc3occc3n12	-6%&0%	i	3%&-5%	-1%	-0.3%&0.1%	-2%	?	14%&-1%	-2%&-2%
COc1cc(OC)c(NC(=O)N2CCN3CCCCC3C2)cc1Cl (stereo not drawn)	4%	.	12%	.	-1.0%	.	?	6%	.
CSc1ccc(CCNC(=O)c2nn(C)c3c2CS(=O)(=O)c2ccccc2-3)cc1	1%	?	-18%	-7%	-0.3%	-6%	-10%	0%	.
O=C(COC(=O)c1ccc(OC(F)F)cc1)NCc1cccs1	0%	i	-8%	9%	0.0%	1%	17%	7%	.
CC(C)OCCCNC(=O)c1ccc(CS(=O)(=O)Cc2ccccc2F)o1	5%	i	1%	-1%	0.0%	-1%	14%	-3%	0%
CC(C)c1ccc(C(=O)NN2C(=O)C3CCCCC3C2=O)cc1 (stereo not drawn)	3%	i	-11%	-10%	-0.1%	3%	?	11%	23%
CCOc1ccc(C(C)NC(=O)c2ccccc2F)cc1 (stereo not drawn)	2%	i	8%	10%	-0.4%	1%	0%	5%	4%
Cc1ccc2c(Cl)c(C(=O)NCCc3ccccc3)sc2c1	5%	i	-5%	8%	3.3%	7%	30%	-7%	72%[activator]
CC(C)Sc1nc2[nH]ncc2c(=O)[nH]1	-6%	i	5%	15%	0.3%	0%	-2%	-7%	-14%
CCc1ccc(OC(C)C(=O)Nc2ccc(S(=O)(=O)Nc3cc(C)on3)cc2)cc1 (stereo not drawn)	-8%	i	-1%	1%	-0.2%	-5%	5%	-6%	6%
O=C1NC2(CCCCC2)C(=O)N1Cc1cccc(C(F)(F)F)c1	0%	i	-1%	1%	4.8%	0%	-3%	-7%	.
Cc1ccc(CC2CC(=O)N(c3cc(Cl)ccn3)C2=O)cc1 (stereo not drawn)	-5%	i	14%	-2%	0.2%	1%	0%	30%	-8%
CCOC(=O)c1[nH]c(C)c(C(=O)OCC(=O)Nc2sc3c(c2C#N)CCCCC3)c1C	1%	i	1%	-16%	-0.4%	?	4%	7%	-7%
COc1ccccc1/C=N/NC(=O)C(NC(=O)c1ccccc1)=C(C)C	1%	i	-97%	-4%	2.9%	-11%	4%	2%	-1%
CSCCC(NC(=O)c1ccc(=O)n(C)n1)c1nc2ccccc2[nH]1 (stereo not drawn)	-1%	i	-1%	-1%	-0.2%	10%	-6%	8%	?
COc1ccc(Br)cc1S(=O)(=O)N1CCN=C1c1ccccc1	-3%	i	2%	5%	-0.3%	-7%	4%	8%	-4%
COc1ccccc1C(=O)Nc1ccccc1SC(=O)c1ccccc1OC	?	?	-75%	8%	8.3%	21µM*	?	?	25%
COc1ccc(NC(C)=O)cc1NC(=O)c1ccc2ccccc2c1	-1%	i	4%	-16%	-1.3%	1%	9%	6%	.
CC(CCc1ccccc1)NC(=O)c1ccc(Br)o1 (stereo not drawn)	-3%	i	4%	-5%	-0.2%	12%	-10%	2%	-6%
COc1ccc(CN2C(=O)C(CC(=O)NCc3cccs3)CC(C(=O)N(C)C)=C2C)cc1 (stereo not drawn)	.	i	-2%	4%	-0.6%	.	.	3%	-2%
O=C(CCc1ccccc1)NCc1ccc2c(c1)CCN2C(=O)c1ccccc1	-4%	.	0%	.	0.6%	.	.	50%[activator]	.
COc1cccc(C(=O)NCCS(=O)(=O)NCCc2ccc(OC)c(OC)c2)c1	-1%	i	31%	10%	1.9%	4%	2%	0%	2%
Cc1cccc(N2CCN(C(=S)Nc3ccc4nc(N5CCN(C)CC5)cc(C)c4c3)CC2)c1C	5%	?	-21%	1%	0.4%	0%	2%	-20%	.
CN(C)C(=O)CCCc1nc(-c2ccc(Cl)cc2)no1	-11%	i	0%	1%	0.4%	14%	?	-21%	23%
COCc1nnc(NS(=O)(=O)c2c(C)cc(C)cc2C)s1	-4%	i	-2%	10%	-0.1%	-1%	1%	-8%	5%
O=C(Nc1ccc2c(c1)Cc1cc([N+](=O)[O-])ccc1-2)C(F)(F)F	-10%	i	-5%	3%	8.8%	-1%	-7%	-1%	-14%
COC(=O)c1ccccc1Oc1cc(C(F)(F)F)nc(-c2ccccn2)n1	1%	i	-11%	12%	-0.6%	18%	-4%	7%	6%
O=C(O)CSc1nnc(-c2cccnc2)n1Cc1ccccc1	-13%	i	-22%	0%	-0.5%	1%	10%	1%	-1%
O=C(NCc1cccc(C(F)(F)F)c1)c1ccc2sc([C@@H]3O[C@H](CO)[C@H](O)[C@H](O)[C@H]3O)nc2c1	.	i	6%	-1%	-1.1%[9.22 µM]	.	.	0%	3%
CCOc1ccccc1NC(=O)CC(O)(C(F)(F)F)C(F)(F)F	10%	i	-25%	-1%	-0.2%	0%	-1%	-1%	3%
CCN(Cc1ccccc1)S(=O)(=O)c1ccc(S(=O)(=O)N2CCN(C)CC2)cc1	-5%[1.84 µM]	i	-1%	17%	0.4%	?	?	0%	4%
CN(C(=O)c1cnc2n(c1=O)CCS2)C1CCCCC1	10%	i	-28%	10%	-0.1%	-1%	-14%	0%	-5%

Part of the list above, with two lines to a compound:
Order of values: A549 viability	S2 tox	HepG2 tox	EPAC2 antagonist	Nrf2 activator	MCF10A rereplic	Nrf2 inh	TGFb inhibitor	ATXN2 expr inh
- O=C(CCc1ccccc1)NCc1ccc2c(c1)CCN2C(=O)c1ccccc1
 : -4%	.	0%	.	0.6%	.	.	50%[activator]	.
- COc1cccc(C(=O)NCCS(=O)(=O)NCCc2ccc(OC)c(OC)c2)c1
 : -1%	i	31%	10%	1.9%	4%	2%	0%	2%
- Cc1cccc(N2CCN(C(=S)Nc3ccc4nc(N5CCN(C)CC5)cc(C)c4c3)CC2)c1C
 : 5%	?	-21%	1%	0.4%	0%	2%	-20%	.
- CN(C)C(=O)CCCc1nc(-c2ccc(Cl)cc2)no1
 : -11%	i	0%	1%	0.4%	14%	?	-21%	23%
- COCc1nnc(NS(=O)(=O)c2c(C)cc(C)cc2C)s1
 : -4%	i	-2%	10%	-0.1%	-1%	1%	-8%	5%
- O=C(Nc1ccc2c(c1)Cc1cc([N+](=O)[O-])ccc1-2)C(F)(F)F
 : -10%	i	-5%	3%	8.8%	-1%	-7%	-1%	-14%
- COC(=O)c1ccccc1Oc1cc(C(F)(F)F)nc(-c2ccccn2)n1
 : 1%	i	-11%	12%	-0.6%	18%	-4%	7%	6%
- O=C(O)CSc1nnc(-c2cccnc2)n1Cc1ccccc1
 : -13%	i	-22%	0%	-0.5%	1%	10%	1%	-1%
- O=C(NCc1cccc(C(F)(F)F)c1)c1ccc2sc([C@@H]3O[C@H](CO)[C@H](O)[C@H](O)[C@H]3O)nc2c1
 : .	i	6%	-1%	-1.1%[9.22 µM]	.	.	0%	3%
- CCOc1ccccc1NC(=O)CC(O)(C(F)(F)F)C(F)(F)F
 : 10%	i	-25%	-1%	-0.2%	0%	-1%	-1%	3%
- CCN(Cc1ccccc1)S(=O)(=O)c1ccc(S(=O)(=O)N2CCN(C)CC2)cc1
 : -5%[1.84 µM]	i	-1%	17%	0.4%	?	?	0%	4%
- CN(C(=O)c1cnc2n(c1=O)CCS2)C1CCCCC1
 : 10%	i	-28%	10%	-0.1%	-1%	-14%	0%	-5%

Assay outcomes: PubChem BioAssay, National Center for Advancing Translational Sciences (NCATS)
